TRPC4 agonist: opens the mouse TRPC4 cation channel. HEK293 TRPC4beta/mu-opioid, Fluo4 calcium fluorescence; active compounds read high. B-score at 10 µM. 310,000 tested, 0.49% active. AID 2237;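 active = B-score above 5 SD of library B-scores, and initial fluorescence ratio not above library mean plus 5 SD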;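 also: positive B-score marks a calcium rise read as TRPC4 activation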
Target sequence (Q9QUQ5 whole entry, looked up): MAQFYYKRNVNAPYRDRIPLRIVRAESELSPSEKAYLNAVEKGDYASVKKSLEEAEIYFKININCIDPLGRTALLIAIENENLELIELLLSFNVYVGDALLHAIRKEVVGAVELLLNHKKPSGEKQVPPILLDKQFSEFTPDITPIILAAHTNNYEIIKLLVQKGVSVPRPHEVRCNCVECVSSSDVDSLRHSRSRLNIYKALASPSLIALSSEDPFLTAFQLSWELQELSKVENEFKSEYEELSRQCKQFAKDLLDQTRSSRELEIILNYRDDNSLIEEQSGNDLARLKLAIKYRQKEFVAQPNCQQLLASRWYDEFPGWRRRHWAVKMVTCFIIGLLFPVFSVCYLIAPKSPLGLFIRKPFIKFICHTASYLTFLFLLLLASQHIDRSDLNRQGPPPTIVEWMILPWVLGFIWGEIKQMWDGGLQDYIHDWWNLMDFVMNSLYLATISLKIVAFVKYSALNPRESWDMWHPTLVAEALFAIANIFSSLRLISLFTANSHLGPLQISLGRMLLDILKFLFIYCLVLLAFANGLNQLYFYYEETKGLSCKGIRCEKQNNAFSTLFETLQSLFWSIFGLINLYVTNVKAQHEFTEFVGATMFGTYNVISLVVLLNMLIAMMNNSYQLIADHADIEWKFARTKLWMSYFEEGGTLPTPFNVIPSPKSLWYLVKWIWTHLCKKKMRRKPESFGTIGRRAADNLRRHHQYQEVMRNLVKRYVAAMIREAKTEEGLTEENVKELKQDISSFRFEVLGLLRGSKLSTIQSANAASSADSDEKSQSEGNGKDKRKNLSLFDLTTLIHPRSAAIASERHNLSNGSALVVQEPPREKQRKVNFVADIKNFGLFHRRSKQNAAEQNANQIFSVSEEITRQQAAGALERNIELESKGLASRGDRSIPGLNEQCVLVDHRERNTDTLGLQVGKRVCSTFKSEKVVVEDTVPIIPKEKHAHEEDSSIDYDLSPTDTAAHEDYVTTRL
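Technique: kinetic Fluo4 calcium fluorescence; Test system: TRPC4beta and mu-opioid receptor HEK293 stable cells; Measure: B-scored integrated calcium fluorescence ratio; Benchmarks: low control buffer alone, high control maximal DAMGO; Schedule: 45 min room-temperature Fluo4 loading, 110 s read.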
KCNK3 block: human KCNK3 channel inhibition, primary screen; B-score at 10 µM; CHO-KCNK3 thallium flux, FluxOR fluorescence; active compounds read low; 340,000 tested, 0.84% active; AID 602410; O14649;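 active = B-score under library mean minus 4 SD, starting fluorescence ratio at most library mean plus 5 SD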;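 also: more negative B-score means stronger inhibition of thallium flux through KCNK3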
hERG rescue: compounds protecting human hERG from proarrhythmic drug block; CHO-hERG, FluxOR thallium flux, dofetilide IC70 present; 310,000 tested, 0.51% active; AID 1511; activation (rescue from dofetilide block), less the hit threshold, % at 10 µM; Q12809;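 active = activation above the mean of controls blocked by dofetilide plus 5 SD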;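 also: thallium influx through hERG after potassium depolarization seen as dye fluorescence rise; in these data hits start at about 4.7%; inactives centre near -7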
Platelet DG rel: platelet dense granule release activity; human platelet-rich plasma, SFLLRN dense granule ATP release, luminescence; inhibition, %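 (compounds screened at 7.5 µM in platelet-rich plasma)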; 300,000 tested, 0.22% active; AID 1663;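 active = mean replicate score, as percent of positive control, at or above 50; inconclusive = mean below 50 but at least one replicate at or above 50; inactive = mean and every replicate below 50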
TRPC4 inh: blocks the mouse TRPC4 cation channel; HEK293 TRPC4beta/mu-opioid, DAMGO-evoked Fluo4 calcium flux; active compounds read low; B-score at 10 µM; 300,000 tested, 0.39% active; AID 2247;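 active = B-score over 3 SD under the library average, no early fluorescence shift, positive overall ratio signal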
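Test system – stable TRPC4beta/mu-opioid receptor HEK293 cells · Probe or stimulus – DAMGO, a submaximal dose followed by a maximal one · Dosing – one concentration per compound · Signal – Fluo4 calcium fluorescence by kinetic imaging, 5 s 1 Hz baseline · Evaluation – per-well B score of integrated baseline-normalized Fluo4 ratio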
PolyA inh: blocks polyadenylation in yeast reporter cells | S. cerevisiae SKY197-pL101 polyadenylation reporter, beta-gal luminescence; efflux-impaired pdr1/pdr3 knockout yeast; score 100 = 6 SD above DMSO | 300,000 tested, 0.02% active | calls only at 12 µM | AID 1875;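 active = lowest replicate activity score at least 50, where 100 means six control SD above control mean; inconclusive = lowest score under 50 but half or more replicates reach 50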;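 also: yeast exposed to compound for 9 h at 30 °C; higher score means more reporter readthrough which indicates perturbed polyadenylation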
KCNQ1 pot: potentiators or activators of human KCNQ1 potassium channel. P51787. CHO-K1 KCNQ1, thallium flux FluxOR fluorescence; active compounds read high. B-score at 10 µM. 310,000 tested, 0.35% active. AID 2648;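 active = fluorescence ratio B-score, a plate-corrected score, at least three library SD, with initial intensity B-score within 5 SD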
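Medium – assay buffer, equal DMSO in all wells · Material – CHO-K1 cell line with stable KCNQ1 potassium channel expression · Signal – kinetic FluxOR thallium fluorescence, 10-s 1-Hz baseline, 110-s post-stimulus read · Compound – single concentration per compound, DMSO matched to controls · Schedule – 37 °C overnight plating, 90-min dark dye load, 20-min compound pretreatment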
KCNQ1 inh: inhibitors of human KCNQ1 potassium channel; P51787; CHO-K1 KCNQ1, FluxOR thallium flux fluorescence; active compounds read high; B-score at 10 µM; 310,000 tested, 1.3% active; AID 2642;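 active = compounds whose thallium flux B-score, printed positive for inhibition, exceeds three library SD while starting fluorescence stays within three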;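 also: channel opened by potassium depolarization with thallium stimulus after 20 min compound exposure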
Dyrk1A ADPGlo: Dyrk1A (rat) kinase inhibition; ADP-Glo luminescence, NFATc1 peptide; inhibition, % at 12.5 µM; 310,000 tested, 0.43% active; in the data active = inhibition above about 50%;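 also: plate controls were vehicle with enzyme for no effect and no enzyme for full effect; many of its hits are not listed in these tables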
KCNK9 inh: human KCNK9 channel inhibition; 310,000 tested, 1.2% active; HEK293 KCNK9, FluxOR thallium flux fluorescence; active compounds read low; B-score at 10 µM; Q9NPC2; AID 488922;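 active = ratio B-score over 3 SD below the library mean, with starting fluorescence within 5 SD of its mean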;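 also: negative B-score means less thallium flux so channel inhibition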
TRPC4 potent: allosterically enhances the mouse TRPC4 cation channel; Q9QUQ5; HEK293 TRPC4beta/mu-opioid, DAMGO EC20, Fluo-4 Ca2+ flux; active compounds read high; B-score at 10 µM; 310,000 tested, 0.42% active; AID 2227;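 active = B-score of calcium response area above 5 SD of library B-scores, with initial fluorescence ratio within 5 SD of library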;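 also: B-score of integrated fluorescence ratio over time as area under calcium response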
Active calls of the source: *; i = inactive; u = inconclusive; x = not tested or not shown. Only part of the results is shown; count on the stated rates, not on these rows.

SMILES	TRPC4 agonist	KCNK3 block	hERG rescue	Platelet DG rel	TRPC4 inh	PolyA inh	KCNQ1 pot	KCNQ1 inh	Dyrk1A ADPGlo	KCNK9 inh	TRPC4 potent
CCOc1ccc(N(C(=O)/C=C/C(=O)Nc2cc(C)on2)C(C(=O)NC2CCCC2)c2ccccc2C)cc1 (centres undefined)	i	i	0.1	5.4	i	i	i	i	-5.0	i	i
O=C(O)/C=C/C(=O)NCCNc1ncc(C(F)(F)F)cc1Cl	i	i	-4.1	5.1	i	i	i	i	-0.3	i	i
COc1cccc(C(=O)NCCS(=O)(=O)NCc2ccccn2)c1	i	i	-8.9	-2.6	i	i	i	i	-11.9	i	i
CC1=C(c2ccc(F)cc2)[N+](=O)C(C)(C)N1[O-]	i	i	-9.4	-2.9	i	i	i	i	-3.7	i	i
CC(C)n1c(CSCc2ccc(Cl)cc2Cl)n[nH]c1=S	i	i	-6.0	1.0	i	i	i	i	2.9	i	i
O=Cc1cccn1-c1ccc2ccccc2c1	i	i	-4.9	1.5	x	i	i	i	-3.3	i	i
COc1ccc(C(=S)N2CCN(c3ccccc3Cl)CC2)cc1OC	i	i	-3.8	12.8	i	i	i	i	5.4	i	i
O=C(CC12CC3CC(CC(C3)C1)C2)NCC(=O)OCc1cc(=O)oc2ccc3ccccc3c12	i	i	-6.6	1.1	i	i	i	i	0.8	-15.3*	i
Cc1nc2sc(C(c3ccco3)N3CCN(c4ccc(F)cc4)CC3)c(O)n2n1 (centres undefined)	i	i	-4.2	-8.0	i	i	i	i	-1.6	i	i
Cn1c(CCNC(=O)c2ccccc2)nc2ccccc21	i	i	3.2	-1.6	i	i	i	i	-2.8	i	i
COCCCN(C(=S)NC(=O)c1ccc(Br)cc1)c1c(N)n(Cc2ccccc2)c(=O)[nH]c1=O	i	i	-14.5	-4.0	i	i	i	i	x	i	i
O=C(NC1CCCC1)c1ccccc1-c1nc2ccccc2[nH]1	i	i	-8.3	-2.5	i	i	i	i	-1.1	i	i
CSCCCN1CCCC(CO)(Cc2ccccc2F)C1 (centres undefined)	i	i	-4.2	4.1	i	i	i	i	x	i	i
O=C(c1cccc(-n2cccc2)c1)N1CCN(S(=O)(=O)c2ccc(F)cc2)CC1	i	i	-15.6	13.9	i	i	i	i	-5.8	i	i
COc1cccc(-c2ccc3nnc(SCC(=O)N4CCCC4)n3n2)c1	i	i	-14.7	11.3	i	i	i	i	-6.4	i	i
COc1ccccc1C(C#N)c1cccc(Cl)n1 (centres undefined)	i	i	-12.5	9.5	i	i	i	i	-2.5	i	i
Cc1ccccc1-n1c(C)nnc1SCc1nc2ccccc2s1	i	i	-4.8	12.1	i	i	i	i	-6.7	i	i
CC(C)c1ccccc1OCCCN1CCCC1	i	i	-2.3	9.0	i	i	i	i	-1.1	i	i
CC(=O)n1cc(CO)c2ccccc21	i	i	-8.9	-1.6	i	i	i	i	7.5	i	i
COc1cc(OC)cc(-c2cn[nH]c2N)c1	i	i	-8.5	0.2	i	i	i	i	-2.4	i	i
CCCN1C(=O)c2cc(C(=O)O)ccc2C1O (centres undefined)	i	i	-6.5	-2.8	i	i	i	i	2.9	i	i
O=C(/C=C\Nc1ccc2c(c1)OCO2)c1ccc(Cl)s1	i	i	-22.0	1.5	i	i	i	i	-3.9	i	i
CN(Cc1ccccc1)c1ccc(S(=O)(=O)N2CCOCC2)cn1	i	i	-8.1	u	i	i	i	i	4.1	i	i
CC(CN1CCCCC1)OC(=O)C1c2ccccc2Oc2ccccc21 (centres undefined)	i	i	-9.1	1.4	i	i	i	i	-2.6	i	i
O=S(=O)(c1ccccc1)c1nc(-c2ccco2)oc1NCc1ccco1	i	i	-6.0	5.7	i	i	i	i	-4.0	i	i

New compounds follow
SMILES	TRPC4 agonist	KCNK3 block	hERG rescue	Platelet DG rel	TRPC4 inh	PolyA inh	KCNQ1 pot	KCNQ1 inh	Dyrk1A ADPGlo	KCNK9 inh	TRPC4 potent
O=C(NCCCN1CCCC1)c1ccc2c(c1)N(Cc1cccc(Cl)c1)C(=O)c1ccccc1S2=O (centres undefined)	i	i	-6.2	-0.1	i	i	i	i	-3.1	i	i
C[n+]1cc[nH]c1SCC(=O)c1ccc(Cl)cc1	i	i	-9.3	1.9	i	i	i	i	-0.9	i	i
Cc1nn(C)c(Oc2cccc(Cl)c2)c1C#N	i	i	-4.3	5.9	i	i	i	i	-1.6	i	i
CCS(=O)(=O)Nc1cccc(C2=NN(S(=O)(=O)c3ccc(F)cc3)C(c3cccs3)C2)c1 (centres undefined)	i	i	-8.8	-11.9	i	i	i	i	-2.1	i	i
Cc1nc(NC(=O)C(C)Oc2cccc(Cl)c2)sc1C(=O)N(C)C (centres undefined)	i	i	-6.2	-14.9	i	i	i	i	x	i	i
O=C(CCNC(=O)c1ccco1)Nc1ccccc1	i	i	-9.1	12.6	i	i	i	i	-2.7	i	i
C=CCNC1=C(Cl)C(=O)N(Cc2ccccc2)C1=O	i	i	-6.5	2.4	i	i	i	i	-7.7	i	i
O=C(O)c1cc(S(=O)(=O)N2CCN(c3ccccn3)CC2)ccc1Cl	i	i	-4.7	-35.1	i	i	i	i	x	i	i
CC(C)(C)C(=O)/C=c1\[nH]c(=O)/c(=C\c2ccc(C#N)cc2)s1	i	i	-10.0	3.1	i	i	i	i	-2.1	i	i
CCCC(=O)N1CC(=O)Nc2ccc(C)cc2C1c1ccccc1 (centres undefined)	i	i	-3.3	6.3	i	i	i	i	8.5	i	i
CCc1cc2ccc(OC)cc2nc1SCC(=O)Nc1cc(C)on1	i	i	-2.2	-0.1	i	i	i	i	2.8	i	i
COc1cccc(/C=N/NC(=O)CNC(=O)c2ccncc2)c1O	i	i	-7.1	-9.3	i	i	i	i	-3.3	i	i
Cc1ccc(NC(=O)CNC(c2ccccc2)c2ccccc2)c(F)c1	i	i	-7.4	-5.2	i	i	i	i	-69.7	i	i
O=C(Cc1cccs1)Nc1nc2c(ccc3ccccc32)s1	i	i	1.9	-0.1	i	i	i	i	16.9	i	i
CCOc1ccc(C(=O)N(c2ccccn2)C2CCCCC2)cc1	i	i	-11.5	-2.0	i	i	i	i	-4.5	i	i
CN(C)C1(CNC(=O)C2CCN(S(=O)(=O)c3ccccc3C(F)(F)F)CC2)CCCCC1	i	i	-12.0	-4.8	i	i	i	i	-1.3	i	i
COc1ccccc1NC(=O)CSc1nc2c(oc3ccccc32)c(=O)n1C	i	i	-8.4	-4.2	i	i	i	i	3.2	i	i
Cc1ccc2c3c(c(SCC(=O)Nc4nonc4C)nc2c1)CCCC3	i	i	-1.8	-2.6	i	i	i	i	10.0	i	i
CC1CN(c2sc(S(C)(=O)=O)nc2S(=O)(=O)c2ccc(Cl)cc2)CC(C)O1 (centres undefined)	i	i	-4.5	-0.8	i	i	i	i	4.7	i	i
Cc1ccccc1N1CC(=O)N(c2ccccc2C)CC1=O	i	i	-10.7	3.8	i	i	i	i	2.8	i	i
COc1ccc(OC)c(CNC(=O)CCCc2cn(C)c3ccccc23)c1	i	i	-4.7	-0.7	i	i	i	i	-3.4	i	i
Cc1ccc(S(=O)(=O)N(C)c2ccc(OCC(=O)N3CCCCC3)cc2)cc1	i	i	-8.4	-7.2	i	i	i	i	-7.8	i	i
COc1ccc(C(=O)/C=C/Nc2ccc(S(=O)(=O)Nc3onc(C)c3C)cc2)cc1	i	i	-3.6	2.3	i	i	i	i	6.2	i	i
c1ccc(-c2noc(-c3ccc4ccccc4c3)n2)nc1	i	i	-14.1	24.5	i	i	i	i	2.5	i	i
CC1CC(NC(=O)N(C)C)N(C)C(=O)N1 (centres undefined)	i	i	-4.4	-0.2	i	i	i	i	2.7	i	i

Next part
SMILES	TRPC4 agonist	KCNK3 block	hERG rescue	Platelet DG rel	TRPC4 inh	PolyA inh	KCNQ1 pot	KCNQ1 inh	Dyrk1A ADPGlo	KCNK9 inh	TRPC4 potent
CC(C)CN1C(=O)C(=Nc2cccnc2)c2ccccc21	i	i	-8.5	-9.3	i	i	i	i	-3.9	i	i
CC(=O)Nc1cccc(OCC(O)Cn2c(C)nc3ccccc32)c1 (centres undefined)	i	i	-9.0	0.5	i	i	i	i	-0.2	i	i
NS(=O)(=O)c1ccc(NC(=O)c2cc(-c3cc(Cl)ccc3O)n[nH]2)cc1	i	i	-5.6	9.5	i	i	i	i	1.9	i	i
COc1ccc(C(=O)NCC(c2ccco2)N2CCc3ccccc32)cc1OC (centres undefined)	i	i	-12.6	0.1	i	i	i	i	-2.1	i	i
COCCn1c(C)cc2c(c1=O)C(c1ccccc1F)C(C#N)=C(N)O2 (centres undefined)	i	i	-7.2	1.9	i	i	i	i	0.5	i	i
COC(=O)c1ccc(NC(=O)Cn2nnc3ccccc32)cc1	i	i	-4.6	-19.0	i	i	i	i	4.8	i	i
Oc1ccc(N=Nc2ccccc2)o1	i	i	-1.2	12.0	i	i	i	i	-5.8	i	i
Cc1noc(-c2ccccc2)c1NC(=O)Nc1ccc(Cl)cc1	i	-10.8*	-8.7	-14.8	i	i	i	i	0.3	i	i
CN1CCN(c2ccc(NC(=O)COc3cccc4ccccc34)cc2)CC1	177*	i	-8.9	8.5	i	i	i	i	8.8	i	i
Cc1ccc2c(Cl)cc(Cl)c(OCC(=O)N3CCCC3)c2n1	i	i	-6.9	2.4	i	i	i	i	-8.3	i	i
S=c1[nH]nc(C2CCCCC2)n1/N=C/c1ccco1	i	i	-6.1	8.1	i	i	i	i	9.1	i	i
O=C(CCn1cnc2ccccc21)N/N=C/C=C/c1ccccc1	i	i	-18.2	1.7	i	i	i	i	1.0	i	i
CCCCOC(=O)C(C#N)c1nc2ccccc2nc1N1CCN(Cc2ccc3c(c2)OCO3)CC1 (centres undefined)	i	i	-14.1	x	i	x	i	i	4.1	i	i
O=C(CCn1nnc2ccccc21)N1CCN(c2ccccc2)CC1	i	i	-12.3	-4.8	i	i	i	i	1.9	i	i
CC(C)OP(=O)(OC(C)C)C(Nc1ccccc1)c1ccccc1C(F)(F)F (centres undefined)	i	i	-6.5	13.5	i	i	i	i	0.1	i	i
O=C(CSc1nnnn1C1CCCC1)Nc1ccccc1F	i	i	-1.9	-0.3	i	i	i	i	-5.7	i	i
Cc1ccc(N(C)C(=O)n2cnc3ccccc32)cc1	i	i	-5.2	-1.6	i	i	i	i	-1.4	i	i
